# S-ASM inh: Inhibitors of Secretory Acid Sphingomyelinase (S-ASM): qHTS | Potency, µM (top dose mostly 57.5 µM), for the others: at the highest dose activity change, negative = inhibition, most hits filed as inhibitors | placental ASM, HMU-PC fluorogenic substrate, 60 min | 0.006% of 340,000 active; further: potency means the concentration at half of the fitted maximal effect
#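 Fluorescence read-out (Ex 386 nm, Em 447 nm) after stopping the reaction at pH 10. Enzyme: ASM from human placenta; substrate HMU-PC0, 9 uM final; 60 min, 37 °C. Compound preincubation 10 min, ambient temperature.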
# TCR act: Activators of T cell receptors: qHTS campaign | Potency, µM (highest dose often 9.22 µM), for inactives: top-dose activation of IL-2 secretion, actives largely listed as activators | primary human leukocytes, anti-CD3, IL-2 HTRF, 48 h | AID 504894, 2011 | 330,000 tested, under 10 active; further: % of control where 0% means no effect
#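 IL-2 release read by HTRF sandwich (Eu cryptate donor, d2 acceptor, 665 nm emission) after 48 hr exposure of primary human leukocytes to compound together with anti-CD3 beads in the absence of co-stimulatory signals.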
# Tb PFK inh: qHTS Assay to Find Inhibitors of T. brucei phosphofructokinase; T. brucei PFK, ADP-Glo luminescence; AID 485367, 2010; ATP-dependent 6-phosphofructokinase (Trypanosoma brucei brucei), O15648; Potency, µM (top dose mostly 57.5 µM), without a hit: at the highest dose activity, negative = inhibition, hits mostly inhibitors; 0.17% of 330,000 active;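 further: potency means the concentration at half of the fitted maximal effect; 0% = uninhibited 1x PFK enzyme wells and -100% = no-enzyme wells; nearly all actives have a fitted effect of over 60% in size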
# Target sequence (O15648 whole entry, looked up): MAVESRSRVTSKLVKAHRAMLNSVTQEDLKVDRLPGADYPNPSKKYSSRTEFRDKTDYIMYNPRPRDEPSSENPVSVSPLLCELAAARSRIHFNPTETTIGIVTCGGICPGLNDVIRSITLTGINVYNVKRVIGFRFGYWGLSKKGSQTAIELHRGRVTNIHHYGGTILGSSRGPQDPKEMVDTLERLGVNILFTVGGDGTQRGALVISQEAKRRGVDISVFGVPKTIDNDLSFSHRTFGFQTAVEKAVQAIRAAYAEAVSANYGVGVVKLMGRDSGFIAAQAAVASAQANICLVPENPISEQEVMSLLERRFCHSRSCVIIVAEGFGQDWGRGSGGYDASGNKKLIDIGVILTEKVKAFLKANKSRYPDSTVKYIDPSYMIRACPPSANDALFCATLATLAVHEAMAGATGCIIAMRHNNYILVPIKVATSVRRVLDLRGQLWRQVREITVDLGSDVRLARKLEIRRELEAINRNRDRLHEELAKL
#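 ADP-Glo luminescence quantified ADP after 45 min at room temperature, with 1.25 nM T. brucei PFK, 0.1 mM ATP and 0.5 mM fructose-6-phosphate in pH 8.0 TEA buffer. qHTS titrations up to 57 µM; curves classified by quality.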
# Eya2 phos inh: qHTS Assay for Inhibitors of the Phosphatase Activity of Eya2. Protein phosphatase EYA2 (Homo sapiens), O00167. recombinant Eya2, OMFP fluorescence dephosphorylation (OMFP is methylfluorescein phosphate). Potency, µM (top dose mostly 76.9 µM), for the others: at the highest dose activity, negative = inhibition, usual class: inhibitors. 0.006% of 330,000 active; further: potency means the concentration at half of the fitted maximal effect; on the % scale 0 is the no-effect control and ±100 the full control effect
#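 Eya2 protein (added as 0.2 uM solution) was preincubated with compound for 10 min at ambient temperature in 50 mM HEPES pH 7.5, 50 mM NaCl, 5 uM MgCl2, 0.05% BSA, 1 mM DTT. OMFP (added at 50 uM) then reacted 10 min; fluorescence read at 485/525 nm.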
# TSHR antagonist: Antagonists of the Thyroid Stimulating Hormone Receptor: HTS campaign; Thyrotropin receptor (Homo sapiens), P16473; TSHR-expressing cells, TSH-stimulated cAMP HTRF, 2 h; stronger effect = lower value; activity change, negative = inhibition, % at 11.5 µM; 0.2% of 330,000 active;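 active means activity change below a set negative limit, meaning inhibition stronger than a set level, cut at about -70% in these data; inconclusive means activity change between two set negative limits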; further: on the % scale 0 is the no-effect control and ±100 the full control effect
#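 TSHR-expressing cells, 200/well, pre-treated with compound, then stimulated with EC80 TSH (4nM final) for 2 hours at 37 deg C. cAMP measured by competitive HTRF: anti-cAMP cryptate antibody in lysis buffer plus cAMP-d2, read after 30 minutes at room temperature.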
# ELG1 repair inh: qHTS screen for small molecules that inhibit ELG1-dependent DNA repair in human embryonic kidney (HEK293T) cells expressing luciferase-tagged ELG1 | HEK293T ELG1-luciferase reporter, luminescence, 16 h; DNA damage induced by 5-fluorouridine | Potency, µM (titrated, usually from 46.1 µM), inactives show at the highest dose activity change, negative = inhibition, most hits filed as inhibitors | 2.3% of 330,000 active; further: potency means the concentration at half of the fitted maximal effect; on the % scale 0 is the no-effect control and ±100 the full control effect; nearly all actives have a fitted effect of over 55% in size
#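 Luminescence from the luciferase reporter, measured 30 min after ONE-Glo reagent at room temperature, was the read-out. Beforehand, 2,000 cells per well were exposed for 16 hr at 37 °C to 5-fluorouridine together with compound or vehicle.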
# Chronic BCR inh: qHTS Assay to Find Inhibitors of Chronic Active B-Cell Receptor Signaling. ABC-DLBCL IkBa-CBG/CBR reporter, luminescence ratio, 4 h. Potency, µM (titrated, usually from 46.1 µM), inactives show at the highest dose ratio change, negative = lower green/red ratio, usual class: inhibitors. 0.05% of 340,000 active; active means well fitted inhibition curve with a large enough effect in the signal ratio, with a control signal flat, not every such curve was filed as active; inconclusive means small, poorly fitted or top-dose-only effect, or effect the other way, or a change in a side signal; the % refers to the signal ratio;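 further: potency means the concentration at half of the fitted maximal effect; plate controls were basal doxycycline-induced cells for no effect and cells given 10 µM MG132 for full effect; MG132 reads +100%, hits lower the ratio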
#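 TMD8 human ABC-DLBCL cells with doxycycline-inducible IκBα–green luciferase fusion and unfused red luciferase, in 0.5% FBS medium; compounds up to 46 uM, 4 h at 37C. Green/red luminescence ratio, filter-overlap corrected, fitted to concentration-response curves.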
# A-T KAP1 phos: qHTS Assay for Identifying a Potential Treatment of Ataxia-Telangiectasia | […] A-T fibroblasts, KAP-1 phosphorylation AlphaLISA; neocarzinostatin DNA damage 30 min before lysis | Potency, µM (doses to about 57.5 µM), for the others: at the highest dose activation, most hits filed as activators | 0.19% of 320,000 active; further: potency means the concentration at half of the fitted maximal effect; % of control where 0% means no effect; nearly all actives have a fitted effect of over 45% in size
#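 hTERT-immortalized A-T patient fibroblasts ([…]), 500 cells/well in OPTI-MEM, 1% FBS, got compounds for 60 min, then NCS for 30 min at 37C. Lysates were then assayed for phospho-KAP-1 by AlphaLISA (anti-pKAP1 donor, anti-KAP1 acceptor beads), 6 hr at 25C.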
# TSG101-PTAP inh: qHTS Assay for Iinhibitors of HIV-1 Budding by Blocking the Interaction of PTAP/TSG101; Tumor susceptibility gene 101 protein (Homo sapiens), Q99816; Potency, µM (highest dose often 115 µM), without a hit: at the top dose activity change, negative = inhibition, hits mostly inhibitors; 340,000 tested, under 10 active; AID 493005, 2010; Fluorescence polarization, FITC-PTAP peptide / Tsg101 binding; active means well fitted inhibition curve with a large enough effect in the main read-out, with a control signal flat, not every such curve was filed as active; inconclusive means small, poorly fitted or top-dose-only effect, or effect the other way, or a change in a side signal; inactive means no such curve, though single readings can be large or run the other way; further: potency means the concentration at half of the fitted maximal effect; % of control where 0% means no effect
# Target sequence (Q99816 whole entry, looked up): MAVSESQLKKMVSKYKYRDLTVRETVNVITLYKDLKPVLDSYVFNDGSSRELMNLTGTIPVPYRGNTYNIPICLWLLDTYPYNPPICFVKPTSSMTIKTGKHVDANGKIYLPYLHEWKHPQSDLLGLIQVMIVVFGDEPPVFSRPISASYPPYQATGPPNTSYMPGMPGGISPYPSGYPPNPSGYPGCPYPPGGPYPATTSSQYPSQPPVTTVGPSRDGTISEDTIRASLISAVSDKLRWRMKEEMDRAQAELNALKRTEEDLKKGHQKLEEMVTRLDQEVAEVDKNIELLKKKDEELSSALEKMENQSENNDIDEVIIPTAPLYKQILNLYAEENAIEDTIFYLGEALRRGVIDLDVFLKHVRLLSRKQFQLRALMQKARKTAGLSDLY
#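 Compounds were pin-transferred onto Tsg101 binding domain (10 uM final) in HEPES pH 7.5 buffer, then FITC-PTAP peptide was added at 50 nM final. After 20 min at RT, polarization reported peptide displacement across a qHTS concentration series.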
# Integrin act MD: qHTS for Activators of Integrin-Mediated Alleviation for Muscular Dystrophy. alpha7betagal myoblasts, beta-gal FDG fluorescence, 48 h. Potency, µM (highest dose often 38.3 µM), for inactives: at the highest dose activation, usual class: activators. 0.064% of 350,000 active. AID 624291, 2012;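 further: potency means the concentration at half of the fitted maximal effect; 100% = response of the positive control SU9516; nearly all actives have a fitted effect of over 60% in size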
#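 alpha7betagal+/- myoblasts (passage 13, 250/well) treated 48 h at 37C with compounds at 1:260 dilution of DMSO stock. Lysed, then beta-galactosidase activity read as FDG fluorescence (ex 480/em 540) after 30 min, with pre-read for autofluorescence.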
# Mito fusion act: qHTS Assay for Small Molecule Inhibitors of Mitochondrial Division or Activators of Mitochondrial Fusion. S. cerevisiae fusion-defective mutant growth rescue, CellTiterGlo 48 h. Potency, µM (titrated, usually from 46.1 µM), without a hit: top-dose growth rescue (activation), most hits filed as activators. 0.23% of 320,000 active;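 further: potency means the concentration at half of the fitted maximal effect; % of control where 0% means no effect; nearly all actives have a fitted effect of over 45% in size; temperature-sensitive fusion mutants such as fzo1-1 at 37 °C on non-fermentable ethanol glycerol medium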
#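 Read-out: ATP-based luminescence (CellTiterGlo, 10 min ambient) reporting growth of fusion-defective ts yeast after 48 hours at 37C on glycerol/ethanol YPEG medium in the presence of compound.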
# * hit, by the source's call; ? = inconclusive; · = no result given; [ ] = dose if it differs, or a comment. Unless noted, the call rests on the fitted dose curve; in most records, active means well fitted curve in the direction sought with a large enough effect; inconclusive means small, poorly fitted or top-dose-only effect, or another doubt; inactive means no such curve, though single readings can be large; an effect the other way counts as inactive or inconclusive.
SMILES,S-ASM inh,TCR act,Tb PFK inh,Eya2 phos inh,TSHR antagonist,ELG1 repair inh,Chronic BCR inh,A-T KAP1 phos,TSG101-PTAP inh,Integrin act MD,Mito fusion act
CN(CCC#N)C(=O)COC(=O)c1ccc2c(=O)n3c(nc2c1)CCC3,37%,0%,-1%,-10%,4,8%,4%,5%,-5%,-13%,-4%
CCOP(=O)(O)c1cccc(OCCOCCOc2cccc(P(=O)(O)OCC)c2)c1,0%,-1%,-1%,?,20,-4%,3%,-2%,-5%,3%,3%
CCC(=O)Nc1ccc(-c2nc3ccccc3c(=O)o2)cc1,68%,3%,-5%,5%,-10,1%,?,-4%,7%,-38%,-5%
COc1ccc2[nH]c3c(c2c1)CCN1C(=O)C(CC(=O)NCc2ccco2)C[C@H](C(=O)N(C(C)C)C(C)C)[C@@]31C (some centres undefined),1%,-3%[46.1 µM],-3%,7%,-6,-1%,-5%,-11%,-3%,-9%,·
CCCc1cc(=O)c2ccc(OCC(C)=O)cc2o1,1%,-6%,-9%,3%,-1,-4%,-5%,7%,-5%,17%,1%
Cc1noc(NS(=O)(=O)c2ccc(NC(=O)/C=C/c3ccc(C(C)C)cc3)cc2)c1C,-12%,-5%,0%,13%,-34,-1%,?,-1%,-8%,3%,-2%
O=C(CNC(c1ccccc1)c1ccccc1)Nc1ccccc1-c1ccccc1,-5%,5%[46.1 µM],-16%,3%,-23,?,?,12%,2%,11%,?
COc1ccc2[nH]c(C)c(C(=O)CN3CCc4cc(OC)c(OC)cc4C3)c2c1,8%,-4%,-2%,-11%,-3,·,-16%,8%,1%,1%,1%
O=C(CC(=O)NN=C1CCCC1)NCCc1ccccc1,-1%,-4%,0%,-2%,-2,4%,-7%,-11%,-6%,10%,-3%
Cc1ccc(N(C)S(=O)(=O)c2ccc3c(c2)NC(=O)C(C)S3)cc1 (centres undefined),-1%,-5%,-4%,-12%,-1,?,0%,6%,-6%,?,3%
O=C(c1sc2ccccc2c1Cl)N(Cc1ccco1)C1CCS(=O)(=O)C1 (centres undefined),0%,·,1%,-7%,3,-8%,0%,-3%,-4%,10%[7.66 µM],-3%
COc1ccccc1OCCn1cc(/C=N/n2cnnc2)c2ccccc21,-22%,15%[46.1 µM],0%,-6%,-3,?,?,-4%,1%,-2%,7%
C=CCNC(=S)N/N=C(\C)c1ccc(OC)cc1,-1%,5%[46.1 µM],7%,5%,-1,?,?,4%,0%,0%,-9%
O=C(Cn1[nH]c(=O)c2ccccc2c1=O)OCC(=O)c1ccccc1,-1%,-1%,2%,2%,11,?,1%,-2%,-4%,11%,-1%
O=C(NCc1ccccn1)c1ccc(Cl)c(S(=O)(=O)Nc2ccccc2C(=O)NCc2ccccn2)c1,0%,2%[46.1 µM],?,5%,2,-4%,?,1%,-1%,13%,1%
CCc1cccc2c(C#N)cn(CC(=O)NCc3ccco3)c12,2%,0%,-6%,19%,29,-6%,0%,6%,0%,-14%,5%
COC(=O)c1nnn(Cc2ccccc2)c1N,1%,3%,4%,1%,-2,36%,-2%,0%,1%,-1%,3%
COc1cc(NC(=O)Cn2cnc(S(=O)(=O)N3CCCCC3)c2)cc(OC)c1OC,-4%,-3%,0%,-7%,9,8%,3%,6%,-1%,35%,0%
CC(Sc1ncnc2c1cnn2-c1ccccc1)C(=O)Nc1ccc(N2CCOCC2)cc1 (centres undefined),-6%,2%,3%,9%,11,-5%,3%,19%,1%,?,-9%
O=C(COc1cc2oc(=O)c3c(c2cc1Cl)CCCC3)NCC1CCC(C(=O)O)CC1 (centres undefined),7%,3%,-1%,9%,-2,2%,10%,-4%,-3%,7.1µM*,0%
O=S(=O)(c1ccccc1)c1nc(-c2ccc(F)cc2)oc1N1CCOCC1,-1%,3%,-1%,-3%,2,-17%,-11%,0%,3%,?,-12%
O=C(COC(=O)Cc1ccccc1[N+](=O)[O-])NNC(=O)c1ccc([N+](=O)[O-])cc1,-2%,-3%,-7%,22%,20,12%,0%,-16%,-2%,-16%,-2%
O=C(Cn1c2ccc(F)cc2c2nc3n(c(=O)c21)CCS3)NCC1CCCO1 (centres undefined),47%[activator],11%,1%,-2%,23,2%,1%,2%,-2%,-15%,-13%
COc1ccc(CCNC(=O)CCCN2C(=O)C(c3ccccc3)Oc3cccnc32)cc1OC (centres undefined),3%,-4%,-10%,-2%,-2,-21%,5%,-1%,-4%,-33%,1%
CC(C)COP(=O)(OCC(C)C)C(Nc1ccccc1)c1ccc(F)cc1 (centres undefined),-2%,9%[46.1 µM],-4%,-22%,-10,?,1%,7%,-3%,9%,5%
CCCCNCc1cccn1-c1ccccc1,4%,1%[46.1 µM],-6%,-2%,8,-3%,-22%,·,0%,9%,-3%
O=C(NNC(=O)C1C2C=CC(C2)C1C(=O)O)c1ccccc1O (centres undefined),2%,0%,9%,-3%,2,0%,?,8%,-1%,2%,18%
CCCC(=O)Nc1ccc(Br)cn1,1%,1%,0%,5%,8,15%,?,·,-1%,13%,-5%
Cc1cccc2c(N=NC(=O)c3ccc(NS(=O)(=O)c4cccs4)cc3)c(O)[nH]c12,-5%,3%,20%,0%,-35,?,0%,-9%,57%[activator],18%,-2%
CCN(C(=O)CN1c2ccccc2CC1C)c1c(N)n(Cc2ccccc2)c(=O)[nH]c1=O (centres undefined),48%[activator],-4%,-3%,-2%,6,10%,-1%,8%,4%,-15%,-8%
CCOC(=O)N1CCN(C(=O)C2CCN(S(=O)(=O)N3CCC4(CC3)OCCO4)CC2)CC1,0%,-3%,-1%,-9%,4,13%,1%,3%,-5%,3%,-11%
C=CCNCC(=O)Nc1ccccc1SCC(=O)Nc1ccsc1C(=O)OC,-1%,-29%,4%,-15%,-2,3%,?,4%,2%,5%,-1%
CCOc1ccc(N/C(SC)=C(/C#N)C(N)=O)cc1,1%,·,0%,0%,0,-1%,?,11%,·,-23%,4%
CC1=CN2C(=N)/C(=C/c3ccco3)C(=O)N=C2S1,2%,8%[46.1 µM],2%,3%,-1,?,?,-8%,-4%,34%,0%
COc1ccc(S(=O)(=O)N2CCN(C(=O)c3cc(C)oc3C)CC2)cc1OC,9%,4%,-1%,13%,3,-13%,?,2%,0%,-15%,-2%
Cc1cc(SC(C)C(=O)NCC(=O)Nc2ccc(F)c(F)c2F)nc2ccccc12 (centres undefined),4%,7%[46.1 µM],-8%,-17%,5,15%,1%,7%,1%,28%,-5%
Nc1c(C(=O)Nc2ccc(Cl)cc2)sc2nc(N3CCOCC3)c3c(c12)CCCC3,4%,-5%,0%,7%,-15,28%,?,4%,-3%,-11%,0%
COc1ccccc1CC1CC(=O)N(c2ccccc2)C1=O (centres undefined),1%,-3%,-4%,3%,-1,-5%,6%,4%,-1%,6%,0%
Cc1ccc(C(=O)Nc2nnc(C3=COCCO3)o2)cc1C,7%,·,-1%,-17%,-1,5%,-7%,2%,-6%,-16%,3%
COC(=O)CC(N)c1ccc(OC)c2ccccc12 (centres undefined),0%,-6%,1%,1%,3,-2%,?,·,-6%,1%,-3%

# Compound activity (PubChem BioAssay)
